L3MBTL1 inh: qHTS Assay for the Inhibitors of L3MBTL1; Lethal(3)malignant brain tumor-like protein 1 (Homo sapiens), Q9Y468; AlphaScreen L3MBTL1–H3K9me1 peptide binding; Potency, µM (highest dose often 57.1 µM), inactives show top-dose activity, negative = inhibition, actives largely listed as inhibitors; 230,000 tested, 0.66% active; AID 485360, 2010; further: nearly all actives have a fitted effect of over 60% in size
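L3MBTL1 50 nM + b-AHA-H3(1-15)K9me1 75 nM, 30 min RT; compound added, 30 min RT; streptavidin donor/Ni-chelate acceptor beads 10 ug/mL each final, 30 min RT dark; AlphaScreen read.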
GAA glycogen: qHTS Assay for Inhibitors and Activators of Human alpha-Glucosidase Cleavage of Glycogen | Lysosomal alpha-glucosidase (Homo sapiens), P10253 | AID 2100, 2009 | recombinant GAA, glycogen substrate, Amplex Red glucose oxidase fluorescence | 300,000 tested, 0.38% active | Potency, µM (highest dose often 76.4 µM), for the others: at the highest dose activity change, negative = inhibition, hits mostly inhibitors;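 further: 0% = full enzyme reaction and -100% = no-enzyme basal signal; the screen sought inhibitors and activators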
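qHTS, 1536-well; enzyme 4 nM final; cpd up to 77 uM; substrate bovine liver glycogen 30 ug; 50 mM citrate/phosphate pH 5.0, 0.01% Tween-20; 37 C, 40 min; Amplex Red detection 45 min RT; Hill fit → AC50.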
aGlu spleen mod: qHTS Assay for Inhibitors and Activators of Human alpha-Glucosidase From Spleen Homogenate. Lysosomal alpha-glucosidase (Homo sapiens), P10253. human spleen homogenate, 4-MU-alpha-glucoside fluorescence. Potency, µM (top dose mostly 79.9 µM), for inactives: at the highest dose activity change, negative = inhibition, most hits filed as inhibitors. 240,000 tested, 0.006% active. AID 2112, 2009;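 further: 0% = enzyme with vehicle and -100% = no enzyme basal signal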
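Compounds were titrated against alpha-glucosidase in spleen homogenate at pH 5.0, with 1 mM 4-methylumbelliferyl substrate for 40 min at 37 C. Reactions were quenched with pH 10 NaOH/glycine and fluorescence measured.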
GAA inh: qHTS Assay for Inhibitors of Human alpha-Glucosidase as a Potential Chaperone Treatment of Pompe Disease. Lysosomal alpha-glucosidase (Homo sapiens), P10253. purified human GAA, 4-MU-alpha-glucoside fluorescence. Potency, µM (titrated, usually from 76.9 µM), inactives show at the top dose activity change, negative = inhibition, usual class: inhibitors. 200,000 tested, 0.005% active. AID 1466, 2008;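 further: plate controls were uninhibited enzyme wells for no effect and no-enzyme background for full effect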
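Compounds are titrated up to 77 uM against 4 nM human enzyme. Substrate 4-methylumbelliferyl-alpha-D-pyranoside (400 uM) reacts 20 min at room temperature in pH 5.0 buffer; liberated 4-methylumbelliferone is read at 440 nm.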
TRb-SRC2 inh: qHTS for Inhibitors of the Interaction of Thyroid Hormone Receptor and Steroid Receptor Coregulator 2; Thyroid hormone receptor beta (Homo sapiens), P10828; TRbeta-SRC2 peptide binding, fluorescence polarization; receptor liganded with 1 µM T3; Potency, µM (titrated, usually from 106 µM), inactives show at the top dose activity change, negative = inhibition, hits mostly inhibitors; 280,000 tested, 0.065% active; AID 1469, 2008;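 further: plate controls were bound peptide for no effect and peptide without receptor for full effect; nearly all actives have a fitted effect of over 50% in size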
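Fluorescence polarization of 20 nM Texas Red SRC2 peptide with 0.6 uM human TRb ligand-binding domain, in Tris buffer with 1uM T3 and 5% DMSO. Incubated 5 hr ambient; normalized to unbound and bound controls.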
TR SRC2 fluor cs: Total Fluorescence Counterscreen for Inhibitors of the Interaction of Thyroid Hormone Receptor and Steroid Receptor Coregulator 2 | TRb/SRC2 Texas Red total fluorescence interference | 280,000 tested, 0.29% active | Potency, µM (doses to about 106 µM), for the others: at the highest dose fluorescence change, negative = quenching; active means well fitted curve in either direction with a large enough effect; inconclusive means small, poorly fitted or top-dose-only effect
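Flags fluorescent or light-absorbing compounds by total fluorescence, S + 2P, at 555 nm excitation and 632 nm emission. Mixture: 20 nM Texas Red SRC2 peptide, 0.6 uM human TRb LBD, 1 uM T3, 5% DMSO; compound exposure 5 h at ambient temperature.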
RECQ1 inh: qHTS Assay for Inhibitors of RecQ-Like Dna Helicase 1 (RECQ1); ATP-dependent DNA helicase Q1 (Homo sapiens), P46063; RECQ1 DNA unwinding, red fluorescence kinetic read; Potency, µM (top dose mostly 57.3 µM), without a hit: at the highest dose activity, negative = inhibition, hits mostly inhibitors; 240,000 tested, 0.54% active; AID 2549, 2010;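 further: plate controls were vehicle for no effect and no enzyme for full effect; nearly all actives have a fitted effect of over 30% in size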
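RECQ1T1 50 nM; forked duplex (20 bp + 30-nt ss tails) 200 nM, ATP 2 mM final; pH 8.0, 2 mM MgCl2, 2.5 ug/ml poly(dI-dC); 15 min compound preincubation; discontinuous kinetic read over 2 h at RT.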
GoLoco inh red: qHTS Assay for Inhibitors of RGS12 GoLoco Motif Activity (Red Fluorophore) | AID 880, 2007 | Potency, µM (top dose mostly 61.6 µM), for the others: at the highest dose activity, negative = inhibition, hits mostly inhibitors | Guanine nucleotide-binding protein G(i) subunit alpha-1 (Homo sapiens), P63096 | 230,000 tested, 0.44% active | Gai1:RGS12 GoLoco peptide FP, rhodamine, 10 min; active means well fitted inhibition curve with a large enough effect, not every such curve was filed as active; inactive means no such curve, though single readings can be large or run the other way; further: nearly all actives have a fitted effect of over 30% in size; many of its hits are not listed in these tables
Numbers without * were called inactive; i = inactive; ? = inconclusive; . = no result given; & = joins results of further samples; [ ] = remark or other dose. Unless noted, the call rests on the fitted dose curve; in most records, active means well fitted curve in the direction sought with a large enough effect; inconclusive means small, poorly fitted or top-dose-only effect, or another doubt; inactive means no such curve, though single readings can be large; an effect the other way counts as inactive or inconclusive. Unless noted, on the % scale 0 is the no-effect control and ±100 the full control effect; potency means the concentration at half of the fitted maximal effect.

SMILES	L3MBTL1 inh	GAA glycogen	aGlu spleen mod	GAA inh	TRb-SRC2 inh	TR SRC2 fluor cs	RECQ1 inh	GoLoco inh red
COc1ccc(-c2cnc(N)nc2-c2ccc(OC)cc2O)cc1	-1%	-3%	-7%	-10%	0%	-3%	i	7%
CC(=O)c1c(C)nc(-c2ccc(OCC(=O)Nc3cccc(C)c3C)cc2)n1O	.	-6%	3%	-11%	-2%	-2%	6%	-4%
Cc1ccc(-c2cc(C(F)F)n3ncc(C(=O)N4CCCc5ccccc54)c3n2)cc1	-2%	4%	-8%	?	6%	-8%	-3%	3%
CC(O)CNC(=O)C1CCN(Cc2ccc(OCc3ccccc3)cc2)CC1 (centres undefined)	-6%	14%	2%	1%	6%	3%	-4%	2%
CCCC(C)NC(=O)COC(=O)c1cccc(NS(C)(=O)=O)c1 (centres undefined)	6%	7%	6%	-6%	2%	-4%	i	7%
Cc1nc2ccccn2c1-c1csc(NCc2ccco2)n1	-14%[11.4 µM]	-29%	1%	-3%	-23%	-1%	10%	3%
CCC(C)NC(=O)C1CCN(S(=O)(=O)c2cccs2)CC1 (centres undefined)	.	1%	8%	-1%	-7%	1%	i	6%
Cc1ccc2c(c1)CCCN2C(=O)c1cccs1	2%	6%	4%	-5%	-9%	-6%	2%	-3%
COc1cc(OC)c(OC)cc1CNCCNC(=O)c1nonc1N	5%	-3%	0%	?	3%	1%	-11%	-6%
CCCNC(=O)Nc1ccc(NC(C)=O)cc1	-3%	20%	0%	2%	-1%	-2%	i	0%
CCOC(=O)c1c(C)[nH]c(C(=O)Nc2ccc(C)c(Cl)c2)c1C	4%	9%	-1%	0%	6%	-2%	-14%	5%
COc1ccc(NC(=O)CSc2nc3sc(C)c(C)c3c(=O)n2Cc2ccco2)cc1	-5%	0%	1%	-15%	1%	1%	-4%	0%
COc1ccc(CCC(=O)Nc2ccc(N3CCOCC3)cc2)cc1	.	11%	-5%	-9%	-12%	-3%	-3%	0%
Cc1ccc(C(=O)C(C)[n+]2cccc(C(N)=O)c2)cc1 (centres undefined)	21%	-6%	.	1%	1%	1%	i	3%
COc1cc(/C=N/N2C(=O)CSC2=S)ccc1O	.	32µM*	1%	1%	9%	7%	?	136%[activator]
COC(=O)c1ccc(NC(=O)CSc2nnc(Cc3cccn3C)n2-c2ccc(F)cc2)cc1	-5%	-4%	3%	5%	3%	-2%	-4%	19%
O=C(c1nnc(Cc2ccc(Cl)cc2)o1)N1CCOCC1	8%	3%	0%	-12%	-8%	1%	i	2%
N#CCc1nn2c3c(cnc2c1C#N)C(=O)CCC3	?	-17%	-2%	3%	-3%	-6%	i	67%[activator]
Cn1c(Br)nc2c1c(=O)n(CC(O)COc1ccccc1)c(=O)n2C (centres undefined)	-1%	-8%	3%	-4%	-1%	2%	i	-2%
CC1CN(C(=O)COC(=O)c2cccs2)CC(C)O1 (centres undefined)	-3%	4%	-7%	-2%	-6%	-3%	-9%	7%
CCOC(=O)C(NC(=O)c1ccccc1)(Nc1cccc(C)n1)C(F)(F)F (centres undefined)	.	-5%	6%	-6%	-4%	-2%	-2%	8%
CN1CCCCCC1=NC1=C(C#N)CCCC1	9%	-1%	3%	2%	-9%	1%	-7%	0%
CC(C)C(=O)NC(NC(=S)NC1CCS(=O)(=O)C1)C(Cl)(Cl)Cl (centres undefined)	-9%	3%	-1%	-3%	-5%	-1%	1%	-5%
O=C(C1CC1)N1CCc2cc(Br)cc(S(=O)(=O)N3CCN(c4ccccn4)CC3)c21	-4%	7%	0%	-11%	-28%	2%	-14%	0%
CC(=O)C1=C(NC(=O)c2ccc(F)cc2)CC2C1C2(C)C (centres undefined)	-2%	5%	3%	-3%	4%	2%	-12%	0%
COC(=O)N/N=C/c1cc(OC)c(O)c([N+](=O)[O-])c1	-7%	2%	-6%	0%	3%[53 µM]	-2%[53 µM]	-12%	0%
CC(C)C(NC(=O)C(NC(=O)C1OC2OC(C)(C)OC2C2OC(C)(C)OC12)C(C)C)C(=O)O (centres undefined)	13%	20%	-1%	10%	-1%	0%	-8%	-10%
O=C(C(c1ccccc1)c1ccccc1)N1CCN(CCN2C(=O)c3cccc4cccc(c34)C2=O)CC1	0%	11%	-9%	?	8%	-1%	-4%	2%
O=[N+]([O-])c1ccc(Cl)c(S(=O)(=O)n2ccnc2)c1	.	6%	3%	.	-3%	-1%	i	2%
C/C(=N\NC(=O)c1ccc(Cn2cc(Br)cn2)o1)c1cccc(NC(=O)C(C)(C)C)c1	-3%	-3%	-2%	-3%	4%	-2%	3%	4%

Reprinted from the part before: three entries; new compounds follow.
SMILES	L3MBTL1 inh	GAA glycogen	aGlu spleen mod	GAA inh	TRb-SRC2 inh	TR SRC2 fluor cs	RECQ1 inh	GoLoco inh red
O=C(C(c1ccccc1)c1ccccc1)N1CCN(CCN2C(=O)c3cccc4cccc(c34)C2=O)CC1	0%	11%	-9%	?	8%	-1%	-4%	2%
O=[N+]([O-])c1ccc(Cl)c(S(=O)(=O)n2ccnc2)c1	.	6%	3%	.	-3%	-1%	i	2%
C/C(=N\NC(=O)c1ccc(Cn2cc(Br)cn2)o1)c1cccc(NC(=O)C(C)(C)C)c1	-3%	-3%	-2%	-3%	4%	-2%	3%	4%
Nc1nc2c(ncn2COC(CO)CO)c(=O)[nH]1	-4%	4%	-6%	6%[15.4 µM]	3%	1%	-13%	13%
CC(=O)NS(=O)(=O)c1ccc(N)cc1	8%&14%	-4%	-2%	-6%[15.4 µM]	1%	2%	13%	-10%
O=C(CSCc1ccc(Br)cc1)N1CCCC1	-1%	1%	1%	1%	0%	0%	i	1%
CCCNC(=O)COC(=O)CCC(=O)c1ccc(F)cc1	.	0%	-2%	-3%	-7%	1%	i	3%
CC(=O)c1c(C)[nH]c(C(=O)Nc2cc(S(=O)(=O)N(C)C)ccc2C)c1C	.	8%	-6%	4%	-4%	-7%	-13%	9%
CNC(=O)c1cc(OCC(F)(F)F)ccc1OCC(F)(F)F	-3%[11.4 µM]	22%	-1%	5%	-4%	-4%	i	17%
Cc1cccc(C)c1NC(=O)C1(N(Cc2ccco2)C(=O)Cn2nnnc2N)CCCCC1	9%	-9%	4%	2%	0%	-3%	-8%	5%
CNC(=S)N1CCN(C(c2ccccc2)c2ccccc2)CC1	-16%	16%	-3%	8%	-7%	-6%	2%	3%
C/C(=N\NC(=O)COc1ccc(C(C)(C)C)cc1)c1ccccc1	0%	-9%	-2%	1%	-1%	-1%	-4%	-3%
Cc1cccc(N2CCN(C(=O)c3ccc(NS(=O)(=O)c4c(C)noc4C)cc3)CC2)c1C	-5%	-13%	5%	11%	-4%	-1%	1%	6%
Cc1cccc(C)c1OCC(=O)N/N=C/c1cc2c(cc1[N+](=O)[O-])OCO2	.	-11%	3%	-8%	2%	1%	-9%	-6%
O=C(Oc1ccc2cc(Br)ccc2c1)c1cccnc1	-5%	3%	1%	4%	-4%	-3%	-5%	29%
CCCC1=NN2C(=N)/C(=C\c3ccc(SCc4ccco4)o3)C(=O)N=C2S1	.	-2%	-6%	-10%	?	50µM*[fluorescent]	10µM*	326%[activator]
CCS(=O)(=O)N1CCCC(C(=O)NCCCN(C)Cc2ccccc2)C1 (centres undefined)	0%	5%	-2%	-8%	1%	-7%	-6%	0%
CCCNC(=O)Nc1ccc(F)c(Cl)c1	-1%	0%	-9%	-6%	5%	-2%	i	11%
CCOc1ccccc1NC(=O)c1cccc(NC(=O)CC(c2ccccc2)c2ccccc2)c1	-3%	-11%	-10%	3%	1%	-6%	-12%	9%
FC(F)(F)COc1cc(-c2nnc(SCc3ccccc3)n2Cc2ccco2)cc(OCC(F)(F)F)n1	3%	-10%	-6%	-10%	-3%	-4%	-19%	6%
CN(C)CCCNC(=S)Nc1ccc(-c2ccccc2)cc1	-9%	4%	5%	-11%	2%	-2%	9%	6%
C=CCn1c(SCC(C)=O)nnc1-c1ccc2ncccc2c1	1%	3%	6%	.	3%	-1%	-1%	-11%
Cc1ccc(N/C=C(\C#N)c2ccc(OCCCF)cc2)cc1	.	?	-1%	-5%	12%	-1%	-3%	-3%
CCOc1ccc(C(=O)Nc2nccs2)cc1[N+](=O)[O-]	-6%	5%	3%	-9%	6%	-4%	-4%	-1%
COC(=O)/C(=C1\OC(=O)C(c2ccccc2)C1=O)c1ccccc1 (centres undefined)	.	.	-3%	.	7%	-4%	-8%	6%
Cc1nn(C)c(Oc2cccc(Cl)c2)c1C(=O)Nc1ccc(F)cc1	6%	6%	-13%	4%	-7%	2%	-16%	5%
CCC(=O)c1cc(F)c(N2CCN(C(=O)Cc3ccccc3)CC2)cc1C	9%	1%	-12%	-6%	4%	-1%	-3%	-8%
CCN(C#N)c1nc(N(C)C)nc(N(C)C)n1	.	0%	4%	3%	-2%	-1%	0%	-2%
CC(=O)NS(=O)(=O)c1ccc(NC(=O)COc2ccc(C(=O)c3ccccc3)cc2)cc1	-1%	-6%	-6%	0%	-3%	4%	0%	1%
Cc1cccn2c(=O)c3cc(C#N)c(=NC(=O)c4cccs4)n(CC(C)C)c3nc12	2%	9%	-1%	15%	1%	-1%	9%	7%

Not all compounds are listed; rates above refer to the full screens.
